Screening data deposited in PubChem BioAssay by several laboratories.
bIAP activator = bovine intestinal alkaline phosphatase activators, primary screen, biochemical, bovine IAP, CDP-star luminescence; alkaline phosphatase, intestinal [Bos taurus]; purified bovine IAP, 30 min; stronger effect = higher value; fold of DMSO-control signal, blank-subtracted; activation factor at 20 µM; 200,000 compounds, 0.17% hits; AID 1016, 2008;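 active = activation factor of 2 or more at 20 µM, a signal rise over negative controls twice the positive control's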
PPARg SRC2 recr = agonists of PPARg-SRC-2 recruitment, primary screen, biochemical, HTS; Peroxisome proliferator-activated receptor gamma (Homo sapiens), P37231; PPARgamma LBD-SRC-2 recruitment; activation, % at 8 µM; 200,000 compounds, 0.34% hits; in the data active = activation above about 22%;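 note: 0% = vehicle and 100% = reference agonist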
TR-FRET SRC-2 ct = TR-FRET signal artefacts, primary screen, artefact control for PPARgamma SRC-2 agonist project, biochemical; TR-FRET artefact counter-screen; stronger effect = higher value; TR-FRET ratio at 8 µM; 200,000 compounds, 0.4% hits; AID 1049, 2008; in the data active = TR-FRET ratio above about 2000; note: inactives centre near 1500
bIAP inhibitor = bovine intestinal alkaline phosphatase inhibitors, primary screen, selectivity assay for TNAP inhibitor project, biochemical, bovine IAP, CDP-star luminescence | alkaline phosphatase, intestinal [Bos taurus] | purified bovine IAP, 30 min | inhibition, % at 20 µM | 190,000 tested, under 10 active;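 active = over 50% inhibition of intestinal alkaline phosphatase at 20 µM in the single-dose screen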
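test system = bovine IAP enzyme | medium = DEA buffer 100 mM, pH 9.8, with MgCl2 1.0 mM, ZnCl2 0.02 mM | detection = luminescence | dosing = single compound dose of 20 µM, 2% DMSO final | incubation = 30 min reaction at room temperature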
S1P3 antagonist = S1P3 receptor antagonists, primary screen, cell-based; Sphingosine 1-phosphate receptor 3 (Homo sapiens), Q99500; CHO S1P3 NFAT-BLA reporter, FRET fluorescence, antagonist mode; inhibition, % at 4.98 µM; 170,000 compounds, 0.27% hits;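 active = inhibition above the plate cutoff, the mean inhibition of test wells on that plate plus 3 SD, cut at about 28% in these data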;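 note: cells challenged with S1P at its EC80 of 0.8 µM; blue over green emission ratio from cleaved BLA substrate after 4 h stimulation; 0% = S1P-stimulated wells and 100% = unstimulated DMSO-only wells; some compounds past the cut are filed as inactive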
Target sequence (Q99500 whole entry, looked up): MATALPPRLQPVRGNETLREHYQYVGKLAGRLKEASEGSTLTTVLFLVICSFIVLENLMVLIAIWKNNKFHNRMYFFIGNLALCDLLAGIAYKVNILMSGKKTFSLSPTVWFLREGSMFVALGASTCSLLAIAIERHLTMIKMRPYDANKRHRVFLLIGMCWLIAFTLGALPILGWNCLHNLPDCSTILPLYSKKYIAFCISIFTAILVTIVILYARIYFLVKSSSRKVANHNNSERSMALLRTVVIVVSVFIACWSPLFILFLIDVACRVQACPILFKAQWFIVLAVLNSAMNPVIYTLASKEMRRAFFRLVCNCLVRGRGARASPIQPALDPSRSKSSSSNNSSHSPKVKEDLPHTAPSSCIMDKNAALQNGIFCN
PPARg SRC-1 ag = PPARgamma agonists recruiting SRC-1 coactivator, primary screen, biochemical; PPARgamma-SRC-1 coactivator recruitment biochemical assay; Peroxisome proliferator-activated receptor gamma (Homo sapiens), P37231; AID 631, 2007; activation, % at 8 µM; 200,000 compounds, 0.41% hits; in the data active = activation above about 19%;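 note: 0% = DMSO and 100% = reference agonist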
L major viab = Leishmania major promastigote growth inhibition, primary screen | inhibition, % at 10 µM | Leishmania major promastigotes, resazurin fluorescence viability | 200,000 compounds, 9% hits; in the data active = inhibition above about 50%;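 note: promastigotes grown with compound for 44 hours at 28 °C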
ROMK primary = ROMK potassium channel modulators, primary screen, cell-based, thallium flux, MLSMR library | 130,000 compounds, 2% hits | ATP-sensitive inward rectifier potassium channel 1 (Homo sapiens), P48048 | AID 1918, 2009 | Tet-inducible ROMK, thallium flux fluorescence; actives lie on both sides | B-score at 10 µM;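 active = signal ratio slope over the read window, or its plate-corrected B-score, at least 3 SD from the plate mean, either direction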;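 note: B-score of the F/F0 ratio slope over 7 to 12 s after thallium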
Target sequence (P48048 whole entry, looked up): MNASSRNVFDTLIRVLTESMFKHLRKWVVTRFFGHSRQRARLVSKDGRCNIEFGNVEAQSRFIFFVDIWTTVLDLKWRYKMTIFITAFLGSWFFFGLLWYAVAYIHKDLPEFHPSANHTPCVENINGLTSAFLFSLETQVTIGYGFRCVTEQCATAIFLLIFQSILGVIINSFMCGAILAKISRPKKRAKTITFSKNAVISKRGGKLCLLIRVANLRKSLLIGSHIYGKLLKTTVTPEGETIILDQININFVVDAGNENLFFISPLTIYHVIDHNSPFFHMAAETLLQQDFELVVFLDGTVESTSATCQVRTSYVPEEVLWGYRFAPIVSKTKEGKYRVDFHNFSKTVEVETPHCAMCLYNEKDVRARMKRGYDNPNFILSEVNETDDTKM
TLR4 MyD88 comp = inhibitors of TLR4-MyD88 association in cells, primary screen, cell-based, HeLa CL3-4, BLA complementation, FRET ratio; 200,000 compounds, 0.18% hits; HeLa CL3-4 TLR4/MyD88 BLA complementation; Toll-like receptor 4 (Homo sapiens) + Myeloid differentiation primary response protein …; inhibition, % at 8.4 µM; in the data active = inhibition above about 25%;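 note: 0% = vehicle and 100% = reference inhibitor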
PPARg SRC-3 ag = PPARgamma agonists recruiting SRC-3 coactivator, primary screen, biochemical. AID 731, 2007. biochemical PPARgamma/SRC-3 coactivator recruitment assay. 200,000 compounds, 0.26% hits. activation, % at 8 µM. Peroxisome proliferator-activated receptor gamma (Homo sapiens), P37231; in the data active = activation above about 23%;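 note: 0% = DMSO and 100% = reference agonist; some compounds past the cut are filed as inactive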
DTT redox prof = compounds producing H2O2 with reducing agent – biochemical, NIH compound library profiling, artefact control for MLSCN library redox annotation, primary screen. DTT-dependent redox cycling H2O2, phenol red/HRP absorbance; 100% = 100 µM peroxide control, 0% = buffer. activation, % at 10 µM. 200,000 compounds, 0.03% hits;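 active = activation of at least 50% relative to the plate's high and low controls in the primary single-dose screen; inactive = activation below 50%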;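 note: compound incubated with DTT at 0.8 mM final as the reducing agent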
Active calls of the source: *; · = not tested or not shown.

SMILES	bIAP activator	PPARg SRC2 recr	TR-FRET SRC-2 ct	bIAP inhibitor	S1P3 antagonist	PPARg SRC-1 ag	L major viab	ROMK primary	TLR4 MyD88 comp	PPARg SRC-3 ag	DTT redox prof
CC(C)C(=O)Nc1ccccc1Cc1ccccc1	1	1	1570	-4	-18	1	0	-0.88	-4	5	-0.4
CCN(CC)C1=CC(=O)OC12CCCCC2	1	10	1577	-1	-38	2	-2	·	3	3	-0.8
COc1cc(OC)cc(C(=O)Nc2cc(NC(=O)c3ccco3)ccc2OC)c1	1	2	1667	0	·	8	3	-1.3	0	-4	-3.1
COC(=O)CC1C(=O)NCCN1C(=O)CSc1nc2ccccc2s1 (stereo not drawn)	0.9	7	1520	8	-11	2	-5	0.4	1	5	0.0
COC(=O)c1cc(-c2ccccc2)n[nH]1	1	4	1493	5	-10	-9	0	0.91	-12	0	0.1
CCOc1ccc(NC(=S)N(Cc2ccc(Cl)cc2)Cc2ccco2)cc1	0.9	-1	1355	15	·	-10	34	·	-6	-8	-3.9
CC(OC(=O)c1cc(S(=O)(=O)Nc2ccc(F)cc2)ccc1Cl)C(=O)Nc1ccc2c(c1)OCCO2 (stereo not drawn)	0.7	-3	1398	34	0	-1	-1	·	-2	1	0.1
O=C(c1ccccc1)N1CCN(C2CCCCCC2)CC1	1	-3	1857	1	-22	5	43	-0.48	3	4	-0.7
CC(C)C(=O)OCC(=O)NCc1ccccc1Cl	1.1	-2	1577	-10	-5	-4	-9	0.46	-9	0	-1.8
CCOc1cc2[nH]c(=S)n(CCCC(=O)NCc3ccco3)c(=O)c2cc1OCC	1.1	0	1413	-9	·	-4	0	·	1	-2	3.1
CCCN1CCN(CCCNC(=O)CN2C(=O)COc3ccccc32)CC1	1	9	1367	-4	5	-12	-1	-0.046	-11	-6	0.3
CC(=O)Nc1ccc(S(=O)(=O)N2CCC(n3cnc4cc(F)ccc43)CC2)cc1	1	-9	1432	-3	4	-2	22	0.86	-9	-14	1.1
Cc1ccc(CNC(=O)c2ccc(Br)o2)cc1	1	-1	1469	-3	-2	-6	0	-0.89	-9	4	-4.8
Cn1c(-c2ccc(Br)o2)nc2cc(Br)ccc21	0.9	8	1521	7	-18	6	-2	·	4	7	3.3
COc1ccc(C(C(O)C(=O)c2c[nH]c3ccccc23)N2CCN(c3ccccc3)CC2)cc1 (stereo not drawn)	0.9	-2	1520	9	14	7	61*	0.84	9	1	0.3
COc1ccc(/C=N/Nc2ncnc3sc(C)c(C)c23)cc1	0.8	1	1489	20	8	6	-2	·	-4	4	0.4
COc1ccc(Br)cc1CNc1ccc(S(N)(=O)=O)cc1	1	-6	1451	0	4	-2	-2	·	4	-3	0.0
Cc1ccc(-c2nn3c(-c4ccco4)nnc3c3ccccc23)cc1S(=O)(=O)NCC1CCCO1 (stereo not drawn)	0.9	1	1566	7	-31	-4	18	·	-5	-8	0.3
O=C(Nc1nc2ccccc2[nH]1)c1ccc(S(=O)(=O)N2CCOCC2)cc1	1.3	-2	1559	-26	-1	8	12	0.23	0	-3	-0.5
CCC(C)Cn1c(C(C)O)nc2ccccc21 (stereo not drawn)	1	2	1447	0	·	-9	-1	0.35	12	-11	0.3
CCS(=O)(=O)Nc1cccc(-c2nc3cccnc3s2)c1C	0.9	-8	1442	12	·	-4	-2	·	11	4	-0.6
CC(=O)c1ccc(S(=O)(=O)N2CCCC2)cc1	0.9	1	1610	8	·	-1	-6	0.45	0	-11	0.0
Cc1c(C(=O)N2CCCC2)nnn1-c1nonc1N	0.9	0	1609	6	2	8	-2	·	-6	1	-3.0
CCCn1nc(C(=O)NC2CCCc3ccccc32)c2ccccc2c1=O (stereo not drawn)	0.8	7	1729	19	-4	1	7	·	2	3	0.6
CC(=O)N1CCc2cc(Br)cc(S(=O)(=O)N3CCN(c4ccccn4)CC3)c21	0.9	-2	1379	9	-10	3	-6	·	-3	-2	3.3
O=C(O)CSCNC(=O)C12CC3CC(CC(C3)C1)C2	1	1	1435	0	·	1	-2	1	10	-7	0.1
CC(C)NC(=S)N/N=C/c1ccc(C(C)(C)C)cc1	0.7	8	1687	35	-3	2	4	-0.012	-3	5	-0.1
O=C(COc1ccccc1)Nc1cccc2c1CCCC2	1	-6	1519	5	·	-8	-3	·	1	0	1.3
O=C1CN(c2ccc(Cl)cc2)C(=O)CN1NC(=S)Nc1ccc(Cl)cc1	1	-3	1449	0	·	0	-3	·	2	-7	-3.3
CCOc1cc(C(=O)NCc2ccc(C)cc2)ccc1OCC(=O)N1CCOCC1	1	3	1641	4	-11	10	-4	-0.14	-8	1	-0.1
COc1ccc(C)cc1C(=O)CCC(=O)Nc1ccccc1N1CCOCC1	1	3	1392	-2	-12	4	-5	0.61	3	1	-3.3
CC(=O)c1nc2ccccc2n1S(=O)(=O)c1ccc(C)cc1	1	-6	1479	-3	·	-2	-3	-0.45	-9	-3	2.3
COc1ccc(C)cc1Nc1cc(C)nc2nc(C)nn12	1.1	2	1773	-13	-5	13	-5	·	-1	0	-1.9
CC(C)(C)NC(=O)CN(Cc1cccs1)C(=O)CN1C(=O)C(=O)c2ccccc21	0.9	7	1624	10	-13	1	-6	1.4	-4	-1	-1.5
CCOC(=O)C1CCN(C(=O)c2cc3cc(Br)ccc3oc2=O)CC1	1	5	1576	2	0	2	-6	-0.22	-7	2	0.4
CC1=C(C(=O)OCc2ccccc2)C(/C=C/c2ccccc2)NC(=S)N1 (stereo not drawn)	0.9	-2	1555	12	9	9	38	·	0	-3	0.6
N#Cc1cc2c(nc1SCC1COc3ccccc3O1)CCC2 (stereo not drawn)	0.5	-1	1418	50	-18	0	4	·	-3	-8	-0.2
COc1ccc(CN(C(=S)Nc2ccccc2)C2CC(=O)N(c3ccc(Cl)cc3)C2=O)cc1 (stereo not drawn)	1	3	1632	-1	·	-4	99*	1.2	7	4	-5.1
Cc1ccc(S(=O)(=O)Nc2ncc(C(F)(F)F)cc2Cl)cc1	1	-1	1555	1	-2	6	-1	0.35	-17	1	-0.6
COC(=O)C(C)(C)ONC(=O)Nc1ccccc1	0.6	3	1638	37	-27	2	-5	·	-4	2	-0.2
Nc1nc(SCc2nnc(SCC(=O)O)n2-c2ccccc2)nc2sc3c(c12)CCCC3	1	10	1455	0	·	1	-8	2.5	2	-7	1.1
O=C(CSc1nnc2c3ccccc3c3ccccc3c2n1)Nc1ccccc1	0.9	6	1585	7	·	64*	97*	-0.39	-7	13	-5.0
COc1ccccc1CNC(=O)c1cn(C)c(=O)c2cc(OC)c(OC)cc12	0.9	1	1690	7	·	-5	-3	-1.4	3	5	0.3
O=C(/C=C/c1ccccc1)OCc1cnc(Cl)s1	0.8	5	1655	20	-31	5	-8	-0.32	9	6	-1.0
N/C(=N\OC(=O)COc1cc(Cl)c(Cl)cc1Cl)c1ccccn1	1.1	0	1513	-6	-6	-5	-4	-0.043	-1	0	-0.4
Brc1ccccc1-c1nnc2sc(Cc3ccccc3)nn12	0.8	10	1512	24	12	15	9	·	4	9	-2.8
C/C(=N\NC(=O)c1ccc(NS(=O)(=O)c2cccs2)cc1)c1ccc2c(c1)OCO2	0.9	5	1471	7	-18	10	74*	-0.021	-3	4	0.4
CC(NC(=O)OCc1ccccc1)C(=O)NCC1CCCO1 (stereo not drawn)	0.9	-1	1375	8	-31	3	-6	·	-20	-4	2.1
CCOc1ccc(-c2noc(=O)[nH]2)cc1	0.9	-2	1635	5	14	6	-5	0.94	3	-3	-1.0
Cc1nc2c(-c3ccc(F)cc3)c(C)nn2c(C)c1CCC(=O)N1CCN(c2ccccn2)CC1	1.1	-3	1438	-5	-9	-3	2	·	-6	1	-1.0
CCOc1ccc(S(=O)(=O)NCCN2CCOCC2)c2ccccc12	1	3	1393	2	8	-9	96*	·	-7	-5	1.8
Fc1ccccc1NC(=S)N(CCCN1CCOCC1)Cc1cccnc1	1	-2	1657	2	-20	-4	11	-0.32	1	-1	0.1
COc1ccc(-c2nc3n(n2)C(c2ccccc2)C2=C(CCCC2=O)N3)cc1OC (stereo not drawn)	1	1	1667	3	4	12	2	·	-3	4	0.1
O=C(O)c1cccnc1SC1CC(=O)N(c2cccc3ccccc23)C1=O (stereo not drawn)	1.1	11	1853	-14	-31	7	4	-0.21	1	9	-1.0
CCN1CCN(C(=O)C(C)Nc2cc(Cl)c(OC)cc2OC)CC1 (stereo not drawn)	1	-2	1593	0	-17	2	1	-0.073	-3	4	-0.6
CCOC(=O)N1CCN(C(=O)C(c2ccccc2)c2ccccc2)CC1	1	6	1546	-2	·	5	-3	·	-6	5	1.0
O=C(CCCc1ccccc1)Nc1nnc(C(F)(F)F)s1	1.1	-2	1593	-8	3	3	-2	-0.38	0	-2	0.3
CCCOc1ccc(N2CC(C(=O)Nc3ccccc3C(=O)NC)CC2=O)cc1 (stereo not drawn)	1	-2	1601	-4	-4	8	-11	1.4	4	-1	0.3
Cc1onc(-c2c(F)cccc2Cl)c1C(=O)Nc1ccc(S(=O)(=O)Nc2ncccn2)cc1	0.9	4	1433	12	-4	0	-4	·	3	0	0.6
CC(C)OC(=O)c1cccc(NC(=O)CSc2nnc(N)s2)c1	0.8	1	1408	20	-6	2	10	·	10	5	0.3
O=C(Nc1sc2c(c1-c1nc3ccccc3[nH]1)CCCC2)C1CC1	0.9	-5	1564	8	·	-1	24	·	10	-9	3.9
CCOC(=O)C1CCN(c2c(NCc3ccc(C(=O)NC4CCCC4)cc3)c(=O)c2=O)CC1	1	3	1762	-3	·	-1	-3	·	-2	11	-0.5
Cc1ccccc1NC(=O)c1ccc(-c2ccc(Cl)cc2Cl)o1	0.7	-4	1444	35	·	0	39	0.13	6	2	0.1

Quoted at random: 2 entries already listed
SMILES	bIAP activator	PPARg SRC2 recr	TR-FRET SRC-2 ct	bIAP inhibitor	S1P3 antagonist	PPARg SRC-1 ag	L major viab	ROMK primary	TLR4 MyD88 comp	PPARg SRC-3 ag	DTT redox prof
Brc1ccccc1-c1nnc2sc(Cc3ccccc3)nn12	0.8	10	1512	24	12	15	9	·	4	9	-2.8
CC(C)OC(=O)c1cccc(NC(=O)CSc2nnc(N)s2)c1	0.8	1	1408	20	-6	2	10	·	10	5	0.3
